Screening results deposited in PubChem BioAssay by several laboratories.
CR mimetic SO – caloric restriction mimetics inhibiting age-related superoxide in yeast | superoxide response (% of plate mean), % at 10 µM | S. cerevisiae aged cells, superoxide DHE fluorescence; hits give low values | 330,000 compounds, 0.18% hits;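 active means superoxide response under a set limit, about three screen SD below normal, cut at about 65% in these data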;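 further: yeast aged for seven days with compound at 30 °C before DHE staining; 100% = average MFI of all compound-treated wells on the plate with controls excluded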
VLA-4 inh – inhibition in a human VLA-4 binding assay; P13612; VLA-4 expressing cells, ligand binding flow cytometry; inhibition, % (about 7 µM as worked out from the volumes in the protocol); 330,000 compounds, 0.2% hits; AID 2557; in the data active means inhibition above about 50%
Target sequence (P13612 whole entry, looked up): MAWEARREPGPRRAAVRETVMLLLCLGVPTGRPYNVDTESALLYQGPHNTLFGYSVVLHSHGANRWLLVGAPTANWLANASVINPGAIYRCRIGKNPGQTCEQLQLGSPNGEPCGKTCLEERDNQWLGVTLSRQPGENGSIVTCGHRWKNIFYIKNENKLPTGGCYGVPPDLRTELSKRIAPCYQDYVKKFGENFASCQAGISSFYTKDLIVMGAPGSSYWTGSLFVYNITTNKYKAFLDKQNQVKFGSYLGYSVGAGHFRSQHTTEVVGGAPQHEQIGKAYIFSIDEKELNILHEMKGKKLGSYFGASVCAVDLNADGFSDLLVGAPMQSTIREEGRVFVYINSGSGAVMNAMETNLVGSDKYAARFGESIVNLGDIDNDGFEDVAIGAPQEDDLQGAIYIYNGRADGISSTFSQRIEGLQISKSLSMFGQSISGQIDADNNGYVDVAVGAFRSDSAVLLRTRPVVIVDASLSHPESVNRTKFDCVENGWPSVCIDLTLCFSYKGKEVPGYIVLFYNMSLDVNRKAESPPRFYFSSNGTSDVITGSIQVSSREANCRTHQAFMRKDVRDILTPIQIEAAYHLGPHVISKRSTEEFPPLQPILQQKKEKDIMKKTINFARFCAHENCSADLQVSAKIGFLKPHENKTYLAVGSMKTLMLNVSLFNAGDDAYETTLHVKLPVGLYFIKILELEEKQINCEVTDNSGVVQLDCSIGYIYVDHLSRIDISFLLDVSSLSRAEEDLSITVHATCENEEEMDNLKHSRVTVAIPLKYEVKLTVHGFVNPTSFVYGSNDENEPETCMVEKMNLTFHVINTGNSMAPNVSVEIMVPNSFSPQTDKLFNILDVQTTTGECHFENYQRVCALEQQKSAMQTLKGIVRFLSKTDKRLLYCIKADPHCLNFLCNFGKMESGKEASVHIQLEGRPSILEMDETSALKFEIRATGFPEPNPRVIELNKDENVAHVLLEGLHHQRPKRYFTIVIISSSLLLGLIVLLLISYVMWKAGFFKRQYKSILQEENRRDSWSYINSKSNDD
MCL1 BIM primary – MCL1-BIM-BH3 interaction inhibition (human) | inhibition, % at 10.9 µM | GST-MCL1 / FITC-Bim-BH3 fluorescence polarization | AID 2057 | 320,000 compounds, 0.68% hits;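 active means inhibition above the mean inhibition of all tested compounds plus 3 SD, set per campaign, cut at about 40% in these data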;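 further: 0% = DMSO wells and 100% = unlabeled Bim-BH3 peptide control; higher means more loss of mP so more displacement of Bim peptide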
GRK2 inh – human GRK2 inhibition via aptamer displacement. bead flow cytometry, FAM-aptamer displacement from GRK2. inhibition of aptamer binding, % at 10 µM. P25098. AID 488847. 330,000 compounds, 0.59% hits;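 active means inhibition of aptamer binding above 40%, roughly 3 SD of noise, on plates passing a quality check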;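 further: median bead fluorescence of bound FAM aptamer so fluorescent compounds give negative values; no value below 0 was filed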
MEX-5 binding – C. elegans MEX-5 TCR-2 RNA binding activity; Q9XUB2; MEX-5/FITC-TCR2 RNA binding, fluorescence polarization; hits give low values; activity score (negative = inhibition of binding), % at 10 µM; 300,000 compounds, 0.38% hits; AID 1832;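 active means inhibition past about -25% in most replicates, and total fluorescence under double the plate's negative control median, limit read from the data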;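 further: 0% = DMSO and -100% = 5 µM competing unlabeled TCR2 RNA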
GLD-1 RNA inh – GLD-1-TGE RNA interaction inhibition (C. elegans) | Q17339 | purified GLD-1 + fluorescein TGE RNA, fluorescence polarization | inhibition, % at 5.96 µM | 320,000 compounds, 0.44% hits | AID 2280;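 active means percent inhibition above a per-plate cutoff, the plate mean of test compounds plus 3 SD, cut at about 30% in these data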;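 further: 0% = DMSO wells with GLD-1 and probe and 100% = wells lacking GLD-1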
AGP1 TOR yeast – modulators of TOR pathway AGP1-GFP in S. cerevisiae | S. cerevisiae AGP1-GFP multiplex flow cytometry, 3 h; GFP as percent of DMSO wells | 320,000 compounds, 0.02% hits | GFP response vs DMSO, % at 10 µM | AID 2066;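 active means GFP response relative to DMSO above a set limit, near screen average plus 3 SD, cut at about 150% in these data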;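 further: median GFP channel fluorescence of the gated AGP1 strain per well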
CIT2 TOR yeast – yeast TOR pathway CIT2-GFP modulation; GFP response vs DMSO, % at 10 µM; AID 2029; 320,000 compounds, 0.065% hits; S. cerevisiae CIT2-GFP strain, flow cytometry, 3 h; 100 means same as DMSO wells;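 active means GFP response relative to DMSO above a set limit, near the screen mean plus 3 SD, cut at about 150% in these data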;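 further: ratio of well median GFP fluorescence to mean of DMSO wells on the plate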
BCLXL inh – Bcl-xL (human) inhibition. Q07817. GST-Bcl-xL / FITC-Bim BH3 peptide fluorescence polarization. inhibition, % at 10.9 µM. 320,000 compounds, 0.7% hits. AID 2129;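 active means inhibition above the mean of all tested compounds plus 3 SD, cutoff set per campaign, cut at about 30% in these data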;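 further: 0% = DMSO wells and 100% = unlabeled Bim-BH3 peptide competitor; inhibitors lower millipolarization by displacing the labeled peptide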
* = called active by the depositor; [ ] = another dose, or the depositor's remark.

`CCOc1cc(C=O)ccc1OCCSc1ccc(C)cc1` gave CR mimetic SO 82, VLA-4 inh 0, MCL1 BIM primary 11, GRK2 inh 1, MEX-5 binding -1.2, GLD-1 RNA inh 3, AGP1 TOR yeast 99, CIT2 TOR yeast 74 and BCLXL inh 4.
For Cc1nc2c(c(=O)n1CCC(C)C)c1nc3ccccc3nc1n2CC1CCCO1 (centres undefined) the results were CR mimetic SO 95, VLA-4 inh -3, MCL1 BIM primary 0, GRK2 inh 2, MEX-5 binding 1.6, GLD-1 RNA inh 0, AGP1 TOR yeast 100, CIT2 TOR yeast 97 and BCLXL inh 0.
`COc1ccc(CCNC(=O)c2ccccc2NS(=O)(=O)c2cc(C(=O)O)ccc2OC)cc1` gave CR mimetic SO 95, VLA-4 inh 1, MCL1 BIM primary 5, GRK2 inh 0, MEX-5 binding -0.7, GLD-1 RNA inh 1, AGP1 TOR yeast 90, CIT2 TOR yeast 109 and BCLXL inh 2.
Screening CCOC(=O)c1c(NC(=O)c2cccs2)sc(C)c1CC returned CR mimetic SO 89, VLA-4 inh -2, MCL1 BIM primary 4, GRK2 inh 0, MEX-5 binding -1.5, GLD-1 RNA inh -2, AGP1 TOR yeast 99, CIT2 TOR yeast 99 and BCLXL inh 1.
For COc1cc(C(=O)OCC(=O)Nc2ccc(OC(F)F)cc2)cc(OC)c1OC the results were CR mimetic SO 93, VLA-4 inh 0, MCL1 BIM primary 1, GRK2 inh 0, MEX-5 binding 0.4, GLD-1 RNA inh -8, AGP1 TOR yeast 20, CIT2 TOR yeast 102 and BCLXL inh 4.
For COc1cc(CO)ccc1OCc1nnnn1-c1ccc(C)cc1 the results were CR mimetic SO 87, VLA-4 inh -1, MCL1 BIM primary 7, GRK2 inh 0, MEX-5 binding -2.6, GLD-1 RNA inh -8, AGP1 TOR yeast 98[may fluoresce red], CIT2 TOR yeast 108[may fluoresce red] and BCLXL inh -2.
Cc1cc(C)c(C#N)c(Nc2ccccc2C)n1 was read as CR mimetic SO 98, VLA-4 inh 10, MCL1 BIM primary -7, GRK2 inh 4, MEX-5 binding 3.9, GLD-1 RNA inh 3, AGP1 TOR yeast 93, CIT2 TOR yeast 88 and BCLXL inh -8.
CCOc1ccc(C(=O)Nc2ccc3nc(N4CCN(CC)CC4)cc(C)c3c2)cc1 was read as CR mimetic SO 99, VLA-4 inh 17, MCL1 BIM primary 3, GRK2 inh 0, MEX-5 binding -1.8, GLD-1 RNA inh 0, AGP1 TOR yeast 99, CIT2 TOR yeast 90 and BCLXL inh 1.
COc1cc([N+](=O)[O-])ccc1NC(=O)CCCOc1ccc(C)cc1 was read as CR mimetic SO 78, VLA-4 inh -8, MCL1 BIM primary 4, GRK2 inh 0, MEX-5 binding 1.9, GLD-1 RNA inh -1, AGP1 TOR yeast 99, CIT2 TOR yeast 96 and BCLXL inh 7.
For Cc1cc2c(=O)n(C)c(SCC(=O)Nc3cccc(O)c3)nc2s1 the results were CR mimetic SO 101, VLA-4 inh 7, MCL1 BIM primary 4, GRK2 inh 3, MEX-5 binding -1.1, GLD-1 RNA inh 1, AGP1 TOR yeast 80, CIT2 TOR yeast 90 and BCLXL inh 0.
CCC[C@@H]1Cc2ccccc2N1C(C)=O was read as CR mimetic SO 105, VLA-4 inh 6, MCL1 BIM primary 5, GRK2 inh 0, GLD-1 RNA inh 1, AGP1 TOR yeast 70, CIT2 TOR yeast 98 and BCLXL inh 8.
Cc1ccc(NCc2ccccc2)cc1 was read as CR mimetic SO 106, VLA-4 inh 5, MCL1 BIM primary 10, GRK2 inh 2, MEX-5 binding 2.7, GLD-1 RNA inh 0, AGP1 TOR yeast 92, CIT2 TOR yeast 95 and BCLXL inh 10.
`COc1cc(NC(=O)CSc2nc3[nH]ncc3c(=O)n2-c2ccc(Cl)cc2)cc(OC)c1` gave CR mimetic SO 114, VLA-4 inh 13, MCL1 BIM primary 3, GRK2 inh 4, MEX-5 binding -1.1, GLD-1 RNA inh 0, AGP1 TOR yeast 98, CIT2 TOR yeast 104 and BCLXL inh 4.
Screening CC(=O)c1ccc(-n2nnnc2SCC(=O)Nc2cccc(NC(=O)c3ccco3)c2)cc1 returned CR mimetic SO 104, VLA-4 inh 6, MCL1 BIM primary -3, GRK2 inh 1, MEX-5 binding -6.8, GLD-1 RNA inh 3, AGP1 TOR yeast 99, CIT2 TOR yeast 104 and BCLXL inh -1.
Cc1ccc(NC(=O)c2cc(NC(=O)c3ccco3)ccc2N2CCOCC2)cc1 was read as CR mimetic SO 98, VLA-4 inh 1, MCL1 BIM primary 1, GRK2 inh 0, MEX-5 binding 0.7, GLD-1 RNA inh -1, AGP1 TOR yeast 97, CIT2 TOR yeast 94 and BCLXL inh 4.
O=C(NCCc1ccccc1)c1oc2ccccc2c1COc1ccccc1 was read as CR mimetic SO 125, VLA-4 inh 14, MCL1 BIM primary -13, GRK2 inh 69*, MEX-5 binding 2.1, GLD-1 RNA inh 2, AGP1 TOR yeast 95, CIT2 TOR yeast 92 and BCLXL inh -4.
For CC(=O)NNC(=O)c1[nH]c2ccc(Cl)cc2c1-c1ccccc1 the results were CR mimetic SO 112, VLA-4 inh 23, MCL1 BIM primary 5, GRK2 inh 3, MEX-5 binding -1.0, GLD-1 RNA inh 1, AGP1 TOR yeast 104, CIT2 TOR yeast 109 and BCLXL inh 4.
Screening O=C(CN1C(=O)/C(=C2\SC(=S)N(C3CCS(=O)(=O)C3)C2=O)c2ccccc21)Nc1ccccc1 (centres undefined) returned CR mimetic SO 96, VLA-4 inh 0, MCL1 BIM primary 11, GRK2 inh 0, GLD-1 RNA inh -2, AGP1 TOR yeast 105, CIT2 TOR yeast 107 and BCLXL inh 21.
`C#CCN(C(=O)c1cc(COc2cccc(C(F)(F)F)c2)on1)C1CCCCC1` gave CR mimetic SO 105, VLA-4 inh 5, MCL1 BIM primary 8, GRK2 inh 0, MEX-5 binding -0.8, GLD-1 RNA inh 4, AGP1 TOR yeast 99, CIT2 TOR yeast 99 and BCLXL inh 8.
Screening CC(C)(C)NC(=O)N1CCN(c2ncccc2C(F)(F)F)CC1 returned CR mimetic SO 107, VLA-4 inh 10, MCL1 BIM primary 2, GRK2 inh 3, MEX-5 binding 1.4, GLD-1 RNA inh 4, AGP1 TOR yeast 103, CIT2 TOR yeast 93 and BCLXL inh 2.
`O=S(=O)(NCCOc1ccccc1)c1ccc2ccccc2c1` gave CR mimetic SO 100, VLA-4 inh 2, MCL1 BIM primary 0, GRK2 inh 1, MEX-5 binding -0.2, GLD-1 RNA inh -3, AGP1 TOR yeast 106, CIT2 TOR yeast 100 and BCLXL inh 1.
c1ccc(CNc2ccccn2)cc1 was read as CR mimetic SO 102, VLA-4 inh -63, MCL1 BIM primary 7, GRK2 inh 0, MEX-5 binding -0.9, GLD-1 RNA inh 0, AGP1 TOR yeast 106, CIT2 TOR yeast 109 and BCLXL inh 5.
For Cc1oc2cc3oc(=O)ccc3cc2c1C the results were CR mimetic SO 105, VLA-4 inh -212, MCL1 BIM primary -1, GRK2 inh 4, MEX-5 binding 6.0, GLD-1 RNA inh -4, AGP1 TOR yeast 99, CIT2 TOR yeast 126 and BCLXL inh 0.
CCN(CC(=O)Nc1c(F)cccc1F)C(=O)c1ccc(-n2cncn2)c([N+](=O)[O-])c1 was read as CR mimetic SO 110, VLA-4 inh -10, MCL1 BIM primary -5, GRK2 inh 1, MEX-5 binding -0.4, GLD-1 RNA inh 2, AGP1 TOR yeast 110, CIT2 TOR yeast 94 and BCLXL inh 5.
Screening CC(C)[C@H](NC(=O)CCCn1nnc2ccccc2c1=O)C(=O)O returned CR mimetic SO 96, VLA-4 inh -3, MCL1 BIM primary -2, GRK2 inh 5, MEX-5 binding -0.2, GLD-1 RNA inh 7, AGP1 TOR yeast 101, CIT2 TOR yeast 100 and BCLXL inh 0.
Cc1ccc2oc(=O)c3cc(C(=O)Nc4cc(-c5cccc(F)c5)no4)sc3c2c1 was read as CR mimetic SO 100, VLA-4 inh -15, MCL1 BIM primary -2, GRK2 inh 2, MEX-5 binding -1.7, GLD-1 RNA inh 6, AGP1 TOR yeast 104, CIT2 TOR yeast 102 and BCLXL inh 2.
Screening CCOC(=O)N1CCN(C(=O)CSc2ncnc3ccccc23)CC1 returned CR mimetic SO 92, VLA-4 inh 6, MCL1 BIM primary 11, GRK2 inh 1, MEX-5 binding -1.2, GLD-1 RNA inh 2, AGP1 TOR yeast 94, CIT2 TOR yeast 94 and BCLXL inh 6.
`Cc1cc(C(=O)NNc2c(Cl)cccc2Cl)no1` gave CR mimetic SO 93, VLA-4 inh 7, MCL1 BIM primary 2, GRK2 inh 0, MEX-5 binding -0.4, GLD-1 RNA inh -5, AGP1 TOR yeast 103, CIT2 TOR yeast 105 and BCLXL inh 5.
`CCOC(=O)/C(N=Nc1ccc2c(c1)OCO2)=C(\C)O` gave CR mimetic SO 101, VLA-4 inh 0, MCL1 BIM primary 0, GRK2 inh 0, MEX-5 binding -1.8, GLD-1 RNA inh 3, AGP1 TOR yeast 86, CIT2 TOR yeast 95 and BCLXL inh 3.
Screening O=C1Nc2c(ccc(Cl)c2Cl)C(=O)C1(F)c1ccccc1 (centres undefined) returned CR mimetic SO 93, VLA-4 inh -1, MCL1 BIM primary -3, GRK2 inh 1, MEX-5 binding 2.2, GLD-1 RNA inh -2, AGP1 TOR yeast 101, CIT2 TOR yeast 87 and BCLXL inh 3.
Cc1cccc(OCc2nnc(SCC(=O)Nc3ccc(C)c(Cl)c3)o2)c1 was read as CR mimetic SO 117, VLA-4 inh 7, MCL1 BIM primary 7, GRK2 inh 3, MEX-5 binding 4.3, GLD-1 RNA inh -6, AGP1 TOR yeast 91, CIT2 TOR yeast 91 and BCLXL inh 5.
O=C1CCC(C(=O)Nc2ccccc2N2CCOCC2)=NN1 was read as CR mimetic SO 107, VLA-4 inh 2, MCL1 BIM primary 1, GRK2 inh 0, MEX-5 binding 0.3, GLD-1 RNA inh 1, AGP1 TOR yeast 104, CIT2 TOR yeast 104 and BCLXL inh 2.
Screening O=C(Nc1ccc(Cl)c(C(F)(F)F)c1)NC1CC2CCCC(C1)N2Cc1ccccc1 (centres undefined) returned CR mimetic SO 98, VLA-4 inh 5, MCL1 BIM primary 8, GRK2 inh 0, MEX-5 binding 0.1, GLD-1 RNA inh -4, AGP1 TOR yeast 102, CIT2 TOR yeast 96 and BCLXL inh 7.
Screening COc1ccc(-c2ccc(C)cc2)cc1[C@H]1[C@H]2C=CC[C@@H](C)[C@@H]2C(=O)N1Cc1ccccc1 returned CR mimetic SO 94, VLA-4 inh -4, MCL1 BIM primary 8, GRK2 inh 2, MEX-5 binding -1.0, GLD-1 RNA inh 13, AGP1 TOR yeast 93, CIT2 TOR yeast 125 and BCLXL inh 3.
Cc1ccc(NC(=O)CC(=O)Nc2ccc(C)cc2)cc1 was read as CR mimetic SO 106, VLA-4 inh 1, MCL1 BIM primary 8, GRK2 inh 3, MEX-5 binding 1.0, GLD-1 RNA inh 3, AGP1 TOR yeast 85, CIT2 TOR yeast 106 and BCLXL inh 5.
For COc1cc(/C=N/NC(=S)NCCN2CCOCC2)cc(OC)c1OC the results were CR mimetic SO 91, VLA-4 inh 4, MCL1 BIM primary 13, GRK2 inh 0, MEX-5 binding 2.4, GLD-1 RNA inh 4, AGP1 TOR yeast 104, CIT2 TOR yeast 105 and BCLXL inh 0.
